# CHRM1 PAM: human M1 muscarinic receptor positive allosteric modulators, primary screen, CHO-K1 cells, Fluo-8 calcium fluorescence, 1536-well | Muscarinic acetylcholine receptor M1 (Homo sapiens), P11229 | CHO-K1 hM1, ACh EC20; 0% = ACh EC20, 100% = maximal ACh | activation, % at 3 µM | 0.088% of 360,000 active; in the data active = activation above about 19%, passing the limit was not always enough
# Target sequence (P11229 whole entry, looked up): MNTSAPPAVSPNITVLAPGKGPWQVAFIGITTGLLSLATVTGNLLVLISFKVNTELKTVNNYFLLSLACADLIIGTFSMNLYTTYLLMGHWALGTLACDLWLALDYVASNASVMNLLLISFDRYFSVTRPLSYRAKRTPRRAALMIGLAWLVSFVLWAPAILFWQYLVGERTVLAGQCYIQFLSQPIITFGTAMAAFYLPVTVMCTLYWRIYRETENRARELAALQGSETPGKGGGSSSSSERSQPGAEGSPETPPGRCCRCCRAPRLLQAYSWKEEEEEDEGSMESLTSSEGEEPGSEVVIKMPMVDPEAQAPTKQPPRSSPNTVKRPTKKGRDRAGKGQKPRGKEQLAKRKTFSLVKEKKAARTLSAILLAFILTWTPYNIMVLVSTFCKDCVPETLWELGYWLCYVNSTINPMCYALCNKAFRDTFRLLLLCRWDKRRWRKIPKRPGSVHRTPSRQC
# OXTR potentiate: human OXTR potentiators, primary screen, fluorescence, CHO-OTR cells, Fluo-8 calcium | Fluo-8 calcium fluorescence, potentiator mode; 0% = oxytocin EC15, 100% = EC100 | activation, % at 3 µM | 0.061% of 320,000 active;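 active = activation above that plate's cutoff, the mean activation of tested compounds plus 3 SD, cut at about 6.6% in these data, passing the limit was not always enough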;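 also: 100% uses oxytocin at 75 nM as the full agonist control; some results filed as inactive read as strong as hits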
#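 Material: human OTR in CHO cells. Compound: 3.0 µM, one dose. Timing: compound 6 min at room temperature before oxytocin, 100 s read. Evaluation: % activation of max/min ratio relative to oxytocin controls. Replication: single well per compound, singlicate. Signal: Fluo-8 calcium dye fluorescence.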
# CHO parental Ca: ATP-evoked calcium signal inhibitors, parental CHO, primary screen, counter-screen for OX1R antagonist project, cell-based, fluorescence, Fluo-8 calcium dye; parental CHO-K1, ATP-induced calcium, Fluo-8 fluorescence; inhibition, % at 5.6 µM; 0.63% of 330,000 active;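 active = inhibition above that plate's mean sample inhibition plus 3 SD, cut at about 26% in these data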;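 also: 0% = ATP-challenged DMSO wells and 100% = DMSO wells without ATP; some compounds past the cut are filed as inactive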
#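 Material: Parental CHO cells | Reagent: ATP | Compound dosing: Single nominal dose of 5.6 µM per compound | Detection: Intracellular calcium via Fluo-8 no-wash fluorescent dye | Read-out: % inhibition of ATP-induced calcium mobilization | Benchmarks: Low control ATP plus DMSO, high control DMSO only | Replicates: Singlicate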
# CHO-K1 Ca antag: nonselective inhibitor or artifact in parental CHO-K1 cells; ATP-induced calcium, Fluo-8 fluorescence; inhibition, % at 3 µM; 0.6% of 360,000 active; AID 602250;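 active = inhibition above a per-plate cutoff, the plate's mean sample inhibition plus 3 SD, cut at about 24% in these data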;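 also: 0% = DMSO plus EC80 ATP and 100% = DMSO alone without ATP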
# M4 ag: human M4 muscarinic receptor agonists, primary screen, CHO-K1 cells, Fluo-8 calcium fluorescence; AID 624127, 2012; 0.14% of 360,000 active; Muscarinic acetylcholine receptor M4 (Homo sapiens), P08173; CHO-K1 hM4/Gqi5; vehicle 0%, full acetylcholine response 100%; activation, % at 3 µM;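 active = activation above the run mean over all test wells plus 3 SD, cut at about 32% in these data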;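 also: peak over basal fluorescence ratio per well then scaled between controls; 0% = DMSO wells and 100% = acetylcholine at EC100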
# Target sequence (P08173 whole entry, looked up): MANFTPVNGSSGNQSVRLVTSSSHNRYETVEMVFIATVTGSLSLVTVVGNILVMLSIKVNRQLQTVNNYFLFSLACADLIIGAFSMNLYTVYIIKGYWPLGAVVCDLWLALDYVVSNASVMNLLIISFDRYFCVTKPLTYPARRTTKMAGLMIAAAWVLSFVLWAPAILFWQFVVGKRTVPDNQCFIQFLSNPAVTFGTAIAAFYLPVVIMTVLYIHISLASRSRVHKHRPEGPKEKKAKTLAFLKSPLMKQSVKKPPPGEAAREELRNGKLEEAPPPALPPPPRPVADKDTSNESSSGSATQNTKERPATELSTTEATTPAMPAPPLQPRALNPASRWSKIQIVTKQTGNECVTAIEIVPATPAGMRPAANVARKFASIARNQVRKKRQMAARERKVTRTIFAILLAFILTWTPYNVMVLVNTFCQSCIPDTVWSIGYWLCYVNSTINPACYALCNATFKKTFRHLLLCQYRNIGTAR
# M1 antag: human M1 muscarinic receptor antagonists, primary screen, CHO-K1 cells, Fluo-8 calcium fluorescence, 1536-well | Muscarinic acetylcholine receptor M1 (Homo sapiens), P11229 | CHO-K1 hM1, ACh EC80 antagonist | inhibition, % at 3 µM | 1.3% of 360,000 active | AID 588852, 2011;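 active = percent inhibition above its own plate's cutoff, namely the mean of that plate's compound wells plus 3 SD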;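 also: peak over basal fluorescence ratio during 140 s after agonist addition; 0% = ACh EC80 plus DMSO and 100% = DMSO alone without agonist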
# CHRM4 antagonist: human M4 muscarinic receptor antagonists, primary screen, CHO cells, Fluo-8 calcium fluorescence; Muscarinic acetylcholine receptor M4 (Homo sapiens), P08173; CHO-hM4 cells, ACh EC80; inhibition, % at 3 µM; 0.73% of 360,000 active; AID 624125, 2012;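 active = inhibition above its plate's cutoff, the mean inhibition of sample wells plus 3 SD, cut at about 27% in these data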;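 also: 0% = acetylcholine EC80 with DMSO and 100% = DMSO without agonist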
# CHRM1 agonist: human M1 muscarinic receptor agonists, primary screen, Fluo-8 calcium fluorescence, CHO-K1 cells, HTS | Muscarinic acetylcholine receptor M1 (Homo sapiens), P11229 | CHO-K1 hM1, agonist mode; 0% DMSO, 100% acetylcholine EC100 | activation, % at 3 µM | 0.33% of 360,000 active;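 active = activation above the run's mean compound activation plus 3 SD, cut at about 16% in these data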;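 also: peak over basal fluorescence ratio within a 140 s kinetic read after compound addition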
# CHO-K1 Ca ag: counter-screen for M1 agonists: effect in parental CHO-K1 cells. Fluo-8 calcium fluorescence; scaled to maximal ATP response, vehicle zero. activation, % at 3 µM. 0.48% of 360,000 active; in the data active = activation above about 15%;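 also: untransfected CHO-K1 host cells lacking M1 receptor as counterscreen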
# The depositor's hits bear a star; x = not tested or not shown.
SMILES	CHRM1 PAM	OXTR potentiate	CHO parental Ca	CHO-K1 Ca antag	M4 ag	M1 antag	CHRM4 antagonist	CHRM1 agonist	CHO-K1 Ca ag
Cn1c(C(=O)NCCCN2CCN(c3ccccc3F)CC2)cc2c(=O)[nH]c3ccccc3c21	5	-8	-14	-3	4	-5	-1	-4	1.6
CCC1CN(C(=O)Nc2cccc(C)c2)c2cc(C)ccc2O1 (stereo unspecified)	-14	-16	-10	4	0	12	8	-7	0.1
COc1ccc(NC(=O)C2C3C=CC4(O3)C2C(=O)N(CCN2CCCCC2)C4C(=O)NC2CCCC(C)C2C)cc1 (stereo unspecified)	4	-5	-26	4	-1	-5	3	-11	7.0
Cc1cc(OCC(=O)NC(C)(C)C)ccc1Cl	-6	-10	-9	-4	6	13	1	0	7.4
COc1ccc(CCNC(=O)c2c([S-])n(-c3ccc(C)cc3)c3cccc[n+]23)cc1	-3	0	-8	-4	0	3	-19	-5	-0.2
COc1ccccc1NC(=O)c1c(N=Cc2c(O)ccc3ccccc23)cnn1C	2	-3	-22	-4	1	-2	2	-2	1.1
COc1ccc(C(=O)Nc2cccc(OC(=O)c3ccc(C)c(C)c3)c2)cc1	-6	-18	14	-10	7	-2	-2	-5	1.9
CCOC(=O)/C(C#N)=C/c1cc2ccc(C)cc2nc1Cl	9	1	-8	15	2	-5	1	-6	0.1
COc1cc(/C=C2\SC(=S)N(Nc3ncc(C(F)(F)F)cc3Cl)C2=O)cc(OC)c1OC	-6	-8	-38	18	0	6	3	-7	-0.5
Cc1cccc(-c2nc(CN3CCCC(C(=O)NC4CCCCC4)C3)c(C)o2)c1 (stereo unspecified)	-1	-7	-21	0	3	7	10	-5	1.5
CCCCN1CC(COc2ccccc2)Oc2cccc(F)c2S1(=O)=O (stereo unspecified)	1	x	x	-23	2	-5	-18	-5	1.0
O=C(c1ccc(N2CCOCC2)c([N+](=O)[O-])c1)N1CCCCC1	7	2	-8	-11	1	-14	0	-1	1.9
COc1ccc(S(=O)(=O)N2CCC[C@H]2C(=O)N2CCC[C@H]2C(=O)NCc2ccccc2)cc1C	x	x	x	-25	0	x	-12	x	0.0
CC1CCCC(C)N1NC(=S)Nc1ccc(OC(F)F)cc1 (stereo unspecified)	7	-5	-11	-7	1	-5	-5	-6	0.1
COc1ccc(OC)c(/C=N\NC(=O)CC(=O)NCCc2ccccc2)c1	3	11	-12	0	1	3	-1	1	0.1
CCOc1ccc(S(=O)(=O)N2CCN(C3CC(=O)N(c4cccc(C(C)=O)c4)C3=O)CC2)cc1 (stereo unspecified)	-1	x	x	-17	2	-5	4	-4	-0.2
NS(=O)(=O)c1ccc(CCNc2nc(C(F)(F)F)nc3ccccc23)cc1	3	-5	4	3	7	-8	2	-7	4.8
O=C(CCC(=O)N1CCOc2ccc(Cl)cc21)NCCCN1CCN(Cc2ccccc2)CC1	-1	-4	-17	2	2	-4	10	-12	0.4
COc1cc(/C=C2/C(=O)ON=C2c2ccccc2)ccc1O	3	-12	0	-7	1	0	-7	-2	0.5
CCCn1c(SCC(=O)NCc2ccc(F)cc2)n[nH]c1=O	6	-8	-7	11	0	-1	9	-6	0.3
CCC(=O)c1coc2ccc(O)cc12	7	0	0	-16	0	-8	-1	-4	0.8
CCCCN(CC)CCCNC(=S)Nc1ccc2nc(N3CCN(CC)CC3)cc(C)c2c1	1	-5	-1	-12	0	-7	-1	-7	0.1
CCS(=O)(=O)N1CCN(C2CCC(C)CC2)CC1 (stereo unspecified)	5	1	-2	-4	3	2	-6	-2	-0.3
c1ccc(CCn2nnc3ccccc32)cc1	5	-2	-13	-11	0	-4	10	-2	1.2
O=C(c1cc(-c2ccncc2)nc2ccccc12)N1CCN(c2ccccc2O)CC1	-6	-7	-18	-3	16	21	8	1	7.4
C/C(=N\OC(=O)c1ccc(Br)cc1)c1ccccn1	8	3	-13	-2	1	2	3	-10	0.2
C[C@@H](C(=O)OCn1nnc2ccccc2c1=O)N1C(=O)C2CCCCC2C1=O (stereo partly specified)	7	-2	2	-11	1	-8	12	-6	0.2
Cc1cc(Br)ccc1N=C1NC(=O)CS1	11	1	-10	-4	0	-14	-8	-3	0.6
COc1ccc(CNC(=O)C(NS(=O)(=O)c2cccc3nsnc23)C(C)C)cc1 (stereo unspecified)	5	-3	-14	-15	2	-6	-5	0	0.6
CCOC(=O)Cn1c(=O)oc2cc(S(=O)(=O)Nc3cc(Cl)ccc3OC)ccc21	4	-10	17	3	14	-9	-12	7	5.8

# Looked up above.
# COc1ccc(CCNC(=O)c2c([S-])n(-c3ccc(C)cc3)c3cccc[n+]23)cc1 in CHRM1 agonist: -5
# CCC1CN(C(=O)Nc2cccc(C)c2)c2cc(C)ccc2O1 (stereo unspecified) in CHO parental Ca: -10

# (continued)
SMILES	CHRM1 PAM	OXTR potentiate	CHO parental Ca	CHO-K1 Ca antag	M4 ag	M1 antag	CHRM4 antagonist	CHRM1 agonist	CHO-K1 Ca ag
O=C1CC(c2ccccc2)Oc2ccc(Cl)cc21 (stereo unspecified)	10	x	x	-4	-2	-16	2	-3	-1.0
COc1ccccc1N1CCN(C(=O)c2c(-c3c(F)cccc3Cl)noc2C)CC1	-5	x	x	0	18	2	-11	1	7.0
COc1ccc([N+](=O)[O-])cc1NC(=O)Nc1ccccc1	-3	-9	-20	-7	1	8	4	-6	1.3
CCc1cccc2c1NC1(CCCC1)CC2C (stereo unspecified)	12	-14	0	-9	0	-15	3	-1	0.4
CC(C)(C)C1CCC(=NNC(=O)CN(c2ccccc2)S(C)(=O)=O)CC1 (stereo unspecified)	-2	-10	-3	-8	1	3	1	-7	0.9
Cn1c(=O)c(=O)n(C)c2cc(S(=O)(=O)N3CCCC3C(=O)NCc3cccs3)ccc21 (stereo unspecified)	3	0	-3	-12	0	3	-6	-4	2.5
CCCN1C(=O)C(O)(C2COC(C)(C)CC2=O)c2ccccc21 (stereo unspecified)	7	1	-5	-13	1	-6	3	-3	1.0
Cc1ccccc1C(=O)Nc1nnc(-c2ccco2)s1	6	-15	5	-3	3	-5	0	-2	3.4
O=C(O)CC/C(=N\NC(=O)CNC(=O)c1cccc(Cl)c1)c1ccccc1	4	-8	-12	5	1	3	-8	-5	0.0
C[C@H](CO)N1C[C@H](C)[C@@H](CN(C)S(=O)(=O)c2cccs2)Oc2ccc(NS(=O)(=O)c3ccccc3)cc2C1=O	11	2	-19	-7	0	-21	-9	-8	0.7
O=S(=O)(CC12C3C4C5C1C2C(Br)(C43)C51OCCO1)c1ccccc1 (stereo unspecified)	6	1	-3	6	3	-2	2	-7	1.4
CCc1cccc(OCC(=O)Nc2c[nH]c(=O)[nH]c2=O)c1	-2	-5	-1	-9	1	-5	-1	-4	-0.3
COc1ccc(C)cc1NC(=O)CN1CCCC1c1ccc2c(c1)OCCCO2 (stereo unspecified)	12	-5	-25	-1	4	-15	-22	-3	-1.0
COc1ccc(COc2ccc(C3C(S(=O)(=O)c4ccccc4)CON3C)cc2OC)cc1 (stereo unspecified)	5	-19	-16	4	0	-7	-2	-5	1.2
CCc1ccc(C(=O)Nc2ccc(OC)c(S(=O)(=O)N3CCCCC3)c2)cc1	-10	-13	-7	-9	10	13	2	-2	4.6
O=C(COc1coc(CN2CCCc3ccccc32)cc1=O)Nc1ccc([N+](=O)[O-])cc1	6	4	-17	4	1	-6	-26	-8	0.3
CC(C)CSc1nnc2c3ccccc3n(C)c2n1	-3	-3	-20	-8	-1	0	-2	-9	0.0
Cc1nc(N)nc(N)c1CCCc1ccc(Cl)c(Cl)c1	15	-8	2	-6	7	-6	7	-2	2.0
O=C1OC2CCC1(c1ccccc1)C2 (stereo unspecified)	10	-15	-11	-12	1	-14	-3	-4	0.5
Cc1onc(-c2ccccc2)c1C(=O)N1CCN(c2ncccn2)CC1	10	-9	-9	-9	2	-8	1	1	-0.3
O=[N+]([O-])c1ccc(N2CCOCC2)cc1NCc1ccccc1	5	-12	-10	-5	0	-28	-7	-5	0.4
Cn1nc(C(=O)OCC(=O)N2CCc3ccccc32)c2ccccc2c1=O	-7	-20	-21	14	0	26	-2	0	-0.1
O=C(O)[C@H]1CCCC[C@H]1C(=O)Nc1cc([N+](=O)[O-])ccc1F	-5	-5	-10	-5	1	9	11	-3	0.2
Cc1cccc(OCC(=O)N(Cc2cccs2)C2CCS(=O)(=O)C2)c1C (stereo unspecified)	3	-2	-5	21	2	2	11	-2	0.8
Cc1ccc2oc(=O)c(/C=C(\O)c3sc(C)nc3C)nc2c1	2	-2	-8	-11	0	-8	-9	-2	0.0
CCOC(=O)C1CCN(S(=O)(=O)c2ccc3[nH]c(=O)c(=O)[nH]c3c2)CC1	-9	-6	-9	-4	19	20	12	-4	4.8
Nc1nn(-c2ccccc2)c(N)c1N=Nc1ccccc1F	-4	-11	-8	15	9	5	-7	0	1.5
Cn1c(=O)c2c(nc(NC3CCCCC3)n2Cc2ccccc2)n(C)c1=O	5	8	-16	-4	-1	-10	-7	-6	0.3
CC(C)(C)c1ccc(OC(=O)Cn2c(C(F)(F)F)nc3ccccc32)cc1	-2	-14	-10	-12	1	3	-2	-4	0.9
O=C(NC(=S)NC1CC1)c1cccnc1	3	-7	-11	-10	0	-2	-9	3	1.2
CSc1ccc(CN(C)CC(=O)NCCc2ccccc2)cc1	-8	-9	-6	-14	1	8	-3	-9	0.4
O=C(CSC1=NCCS1)Nc1cccc(F)c1	4	-9	-16	-2	8	-8	-5	-5	3.7
CC1(C)CC2CC(C)(CN2C(=O)c2ccccc2)C1 (stereo unspecified)	11	-3	-6	-11	3	-12	-6	-2	-0.1
CCOc1ccccc1C(=O)NCC(=O)NNC(=O)CN(C)S(=O)(=O)c1ccc(Cl)cc1	5	1	-22	-12	0	-5	-27	-6	0.4
CN(Cc1ccccc1)C(=O)CCC1CCN(S(C)(=O)=O)CC1	16	-5	-15	-8	2	-27	-14	0	0.1
COc1ccc(NC(=O)c2ccc(Cl)c(S(=O)(=O)N3CC(C)OC(C)C3)c2)cn1 (stereo unspecified)	7	-7	-20	-9	1	-9	2	0	0.0
CCOC(=O)C1=C(C)N(CCCC(=O)O)C(=O)NC1c1ccc(Cl)cc1 (stereo unspecified)	-12	-6	-8	-2	-1	17	-1	-6	-0.4

# From PubChem
